Source: PubChem BioAssay (National Center for Advancing Translational Sciences (NCATS))
JMJD2A Tudor inh: JMJD2A Tudor domain (human) inhibition; AlphaScreen JMJD2A-Tudor / H3K4me3 peptide binding; O75164; 4.4% of 390,000 active; AID 504339; Potency, µM (highest dose often 114 µM), for inactives: at the highest dose activity change, negative = inhibition, usual class: inhibitors; also: % is scaled to controls: 0 for no effect and ±100 for the full control effect; nearly all actives have a fitted effect of over 50% in size
RGS4 inhibitor: human RGS4 inhibition; Potency, µM (highest dose often 114 µM), without a hit: at the highest dose activity change, negative = inhibition, hits mostly inhibitors; AID 504845; 0.039% of 390,000 active; Transcreener GDP fluorescence polarization, RGS4-accelerated GTP hydrolysis; also: % is scaled to controls: 0 for no effect and ±100 for the full control effect; nearly all actives have a fitted effect of over 75% in size; some results filed as inactive show a strong effect at the top dose
Target sequence (P49798 whole entry, looked up): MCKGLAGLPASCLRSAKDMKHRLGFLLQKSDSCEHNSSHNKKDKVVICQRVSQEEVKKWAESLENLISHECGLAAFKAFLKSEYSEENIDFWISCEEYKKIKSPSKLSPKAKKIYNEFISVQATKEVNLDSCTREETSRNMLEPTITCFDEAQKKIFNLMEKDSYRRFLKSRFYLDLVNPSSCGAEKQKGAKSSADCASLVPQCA
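MLSMR compounds (23 nl, pin-transferred) preincubated 10 min at room temperature with a 500nM (2x) first reagent, then RGS4 at 900nM (2x) plus Transcreener GDP mix added; fluorescence polarization (620/688 nm) read before and after 90 min at 30 °C.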
Tb PGK inh: blocks T. brucei phosphoglycerate kinase | P07378 | PGK/GAPDH coupled, Kinase-Glo luminescence, 60 min | Potency, µM (titrated, usually from 57.5 µM), for the others: at the highest dose activity change, negative = inhibition, hits mostly inhibitors | 0.043% of 380,000 active; also: % is scaled to controls: 0 for no effect and ±100 for the full control effect; nearly all actives have a fitted effect of over 60% in size
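Luminescent ATP detection (Kinase-Glo Plus) follows a 60-minute room-temperature incubation, with wells lacking PGK as controls. Buffer: 100 mM TEA (pH 7.6), 5 mM MgCl2, 0.01% Tween-20. Coupling enzyme GAPDH (100 nM final) supplies unstable 1,3-BPG in-well.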
ERG Ets-DNA blk: ERG Ets/DNA interaction inhibition | AID 624246 | Potency, µM (series often up to 76.9 µM), inactives show at the highest dose FP activity, negative = inhibition, usual class: inhibitors | P11308 | 0.028% of 370,000 active | fluorescence polarization, His-ERG Ets domain / labelled DNA; active = well fitted inhibition curve with a large enough effect in the polarisation, with a control signal flat; inconclusive = small, poorly fitted or top-dose-only effect, or effect the other way, or a change in a side signal; inactive = no such curve, though single readings can be large or run the other way; the % refers to the polarisation;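 also: polarization taken with two DNA probes labelled with fluorescein and Texas red; % of control where 0% means no effect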
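His-tagged ERG Ets domain (1 uM in the protein solution; 300mM KCl, 50mM Tris-HCl, 1mM EDTA, 1mM DTT, pH 7.5) received compound, then a probe mix of 5 nM fluorescein-DNA and 100nM Texas-615-DNA. Fluorescence polarization was read for both dyes.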
TrxR1 inh: rat TrxR1 inhibition; O89049; recombinant rTrxR1, NADPH fluorescence consumption, selenite substrate; Potency, µM (titrated, usually from 114 µM), without a hit: top-dose activity change, negative = inhibition, most hits filed as inhibitors; 1% of 390,000 active; also: % is scaled to controls: 0 for no effect and ±100 for the full control effect; nearly all actives have a fitted effect of over 65% in size
Target sequence (O89049 whole entry, looked up): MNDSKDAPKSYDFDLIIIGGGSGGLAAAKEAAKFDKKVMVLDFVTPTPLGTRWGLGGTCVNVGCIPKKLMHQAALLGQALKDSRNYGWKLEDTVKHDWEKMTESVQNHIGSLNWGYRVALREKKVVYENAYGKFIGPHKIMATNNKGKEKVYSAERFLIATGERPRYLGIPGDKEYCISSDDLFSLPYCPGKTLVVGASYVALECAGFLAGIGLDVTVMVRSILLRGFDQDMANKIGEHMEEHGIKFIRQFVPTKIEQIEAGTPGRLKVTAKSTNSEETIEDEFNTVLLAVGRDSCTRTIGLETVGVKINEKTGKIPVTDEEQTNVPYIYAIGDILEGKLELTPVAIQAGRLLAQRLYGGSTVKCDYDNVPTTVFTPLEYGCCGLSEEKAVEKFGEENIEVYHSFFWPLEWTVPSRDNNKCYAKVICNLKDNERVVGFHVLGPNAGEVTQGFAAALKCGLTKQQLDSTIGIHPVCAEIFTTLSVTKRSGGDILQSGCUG
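Rat TrxR1 (90 nM in the dispensed reagent) was pre-reduced with 400 uM NADPH for 5 min at room temperature, then incubated with compound for 15 min. After 400 uM selenite was added, NADPH fluorescence (Ex 340/Em 450 nm) was followed for 8 min.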
GLS inhibitor: inhibitors of human glutaminase (GLS); GLS enzymatic activity, qHTS titration; Potency, µM (doses to about 45.5 µM), for the others: top-dose activity change, negative = inhibition, hits mostly inhibitors; 0.21% of 410,000 active; AID 624170; also: % is scaled to controls: 0 for no effect and ±100 for the full control effect
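Human kidney-isoform GLS in 45 mM KH2PO4 pH 8.2, 0.02% Tween-20, with compound, started with 1mM L-Glutamine (added stock). Glutamate oxidase/HRP/Amplex red coupled fluorescence read at start and after 30 min at RT.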
ALOX12 inh: blocks human arachidonate 12S-lipoxygenase | 1.1% of 580,000 active | purified 12hLO, xylenol orange hydroperoxide absorbance | P18054 | Potency, µM (top dose mostly 108 µM), without a hit: top-dose activity change, negative = inhibition, most hits filed as inhibitors; also: % is scaled to controls: 0 for no effect and ±100 for the full control effect
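Purified human 12hLO at 150 nM in 25 mM Hepes, 0.01% Triton X-100, pH 7.0, preincubated 15 min at room temperature with compound. Reaction started with 40 uM arachidonic acid, 30 min at room temperature. Hydroperoxide measured by Fe-xylenol orange, 573/405 nm absorbance ratio.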
HP1b chromo inh: HP1-beta chromodomain-methylated histone interaction inhibition. AlphaScreen HP1-beta / biotin-H3K9me3 peptide binding. P83916. AID 540317. Potency, µM (series often up to 114 µM), for inactives: at the highest dose activity change, negative = inhibition, usual class: inhibitors. 0.56% of 390,000 active; also: nearly all actives have a fitted effect of over 70% in size; inactives centre near 23
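Compound inhibition of the preformed complex between 50 nM HP1-beta and 50 nM biotinylated H3K9me3 peptide was read by AlphaScreen. Buffer was PBS pH 7.4 with 0.01% Tween-20. Incubations ran 30 min at room temperature, with 10 ug/mL donor/acceptor beads.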
Pin1 inhibitor: human Pin1 inhibition; Pin1 FP peptide displacement, HiFluor488, 10 min; Potency, µM (titrated, usually from 115 µM), inactives show at the highest dose activity, negative = inhibition, actives largely listed as inhibitors; 0.009% of 390,000 active; AID 504891; active = well fitted inhibition curve with a large enough effect in the polarisation, with a control signal flat, not every such curve was filed as active; inconclusive = small, poorly fitted or top-dose-only effect, or effect the other way, or a change in a side signal; inactive = no such curve, though single readings can be large or run the other way; the % refers to the polarisation; also: % is scaled to controls: 0 for no effect and ±100 for the full control effect
Target sequence (Q13526 whole entry, looked up): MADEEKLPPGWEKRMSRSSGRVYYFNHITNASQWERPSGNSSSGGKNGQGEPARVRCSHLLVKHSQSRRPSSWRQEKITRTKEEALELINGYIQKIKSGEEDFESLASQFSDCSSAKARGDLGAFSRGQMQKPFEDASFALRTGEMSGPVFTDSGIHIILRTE
An asterisk follows results filed as active; i = inactive; ? = inconclusive; · = not tested or not shown; & = joins results of further samples; [ ] = another dose, or the depositor's remark. Unless noted, calls follow the shape of the dose curve; as a rule, active = well fitted curve in the direction sought with a large enough effect; inconclusive = small, poorly fitted or top-dose-only effect, or another doubt; inactive = no such curve, though single readings can be large; an effect the other way counts as inactive or inconclusive. Potency is read from the fitted curve at half-maximal effect. An excerpt. The share of hits here may be higher or lower than overall.

SMILES	JMJD2A Tudor inh	RGS4 inhibitor	Tb PGK inh	ERG Ets-DNA blk	TrxR1 inh	GLS inhibitor	ALOX12 inh	HP1b chromo inh	Pin1 inhibitor
CCN(CC)c1ccc(NC(=O)CSc2ccsc2[N+](=O)[O-])c(C)c1	22µM*	?	-10%	1%	-50%	5%	?	?	?
CC1CCCN(S(=O)(=O)c2ccc(CN3C(=O)c4cccnc4C3=O)cc2)C1 (centres undefined)	-12%	1%	6%	-4%	-17%	1%	-2%	39%	3%
CC1CCCN(C(=O)CCNS(=O)(=O)c2ccc(Br)cc2)C1 (centres undefined)	-8%	-14%	-1%	20%	0%	-1%	?	23%	1%
COc1cc2c(cc1OC)CN(C(=O)Cc1ccc(OC)c(S(=O)(=O)N3CCOCC3)c1)CC2	-9%	-18%	i	10%	30%	-1%	-17%[57.4 µM]	56%[activator]	0%
C(=N\c1ncnc2sccc12)/NOCc1ccccc1	0%	11%	6%	-7%	8%[57.1 µM]	2%	154%[activator]	49%[activator]	0%
CSCCC(NC(=O)c1ccc(=O)n(C)n1)c1nc2ccccc2[nH]1 (centres undefined)	89µM*	-5%	-2%	6%	33%[activator][57.1 µM]	1%	?	7%	1%
CCc1cc2c(=O)c(-c3cnn(-c4ccccc4)c3)c(C)oc2cc1OCC(=O)Nc1ccc(F)c(F)c1	-4%	-23%	-1%	3%	-2%	5%	3%	5%	-1%
O=C(COC(=O)CCc1ccc(S(=O)(=O)N2CCOCC2)cc1)Nc1ncc(C(F)(F)F)cc1Cl	-19%	20%	3%	1%	-9%[57.1 µM]	2%	-13%	9%	0%
CC(Cc1n[nH]c(=S)o1)c1ccccc1 (centres undefined)	?	-72%[56.9 µM]	-1%	4%	0%	-15%	?	33%	-11%
COc1cc(Cl)c(CNC[C@H]2O[C@@H](n3ccc(=O)[nH]c3=O)[C@H](O)[C@@H]2O)c(Cl)c1O	-27%	-22%	-6%	6%	14%	43%[activator]	4%	12%	5%
O=C(CCS(=O)(=O)c1ccc(Cl)cc1)NCCN1C(=O)S/C(=C\c2ccccc2F)C1=O	-8%	-26%	i	·	-10%	-1%	-14%	32%	9%
COCCN1C(=O)c2cc(C(=O)Nc3cccc(F)c3)ccc2C1Nc1cccc(F)c1 (centres undefined)	6%	6%	-9%	17%	8%[57.1 µM]	2%	16%	22%	11%
CC(C)c1ccc(OCC(=O)N(Cc2cccs2)C2CCS(=O)(=O)C2)cc1 (centres undefined)	-5%	7%	2%	7%	16%	4%	3%	31%	-4%
NS(=O)(=O)c1ccc(NC(=O)c2cccc3cc4ccccc4nc23)cc1	-21%	-1%	-6%	·	-4%	6%	-7%	18%	?
COc1cc(C(=O)OCC(=O)NCCC2=CCCCC2)cc(OC)c1OC	-1%	-5%	-5%	-3%	-14%	-2%	-29%	32%	4%

Brought forward from above: 2 entries, then new ones.
SMILES	JMJD2A Tudor inh	RGS4 inhibitor	Tb PGK inh	ERG Ets-DNA blk	TrxR1 inh	GLS inhibitor	ALOX12 inh	HP1b chromo inh	Pin1 inhibitor
NS(=O)(=O)c1ccc(NC(=O)c2cccc3cc4ccccc4nc23)cc1	-21%	-1%	-6%	·	-4%	6%	-7%	18%	?
COc1cc(C(=O)OCC(=O)NCCC2=CCCCC2)cc(OC)c1OC	-1%	-5%	-5%	-3%	-14%	-2%	-29%	32%	4%
O=C(/C=C/Nc1cccc(C(F)(F)F)c1)C(F)(F)F	-9%	-14%	3%	0%	5%	-10%	-10%	19%	8%
COc1c(C)cccc1C(=O)Nc1ccc(CN2CCCCC2)cc1	7%	11%	-8%	-5%	-15%	·	0%	21%	1%
COc1ccc(S(=O)(=O)N2CCN(c3ncccn3)CC2)cc1	8%	-4%	-10%	-6%	15%	-7%	-11%	32%	1%
CCOC(=O)c1ccc(NC(=S)N2CCN(CCN=CC3=C(O)CC(C)(C)CC3=O)CC2)cc1	-11%	7%	2%	7%	9%[57.1 µM]	3%	0%	7%	-2%
C=CCOc1ccc(C2N3CC4(C)CN2CC(CCC)(C3)C4=O)cc1 (centres undefined)	-7%	-29%	-1%	-1%	-5%	3%	2%	18%	3%
NC(=O)COC(=O)C(Cc1ccccc1)NS(=O)(=O)c1ccccc1F (centres undefined)	-6%[57.1 µM]	12%[11.4 µM]	-3%	-6%	30%[57.1 µM]	-7%	3%	1%	4%
CS(=O)(=O)N1CCN(C(=O)c2c(F)cccc2F)CC1	-12%	-19%	-7%	6%	-3%	2%	-2%	22%	-8%
COc1ccccc1NC(=O)C1=C(C)NC(=O)NC1c1ccc(C)s1 (centres undefined)	-10%[57.1 µM]	-22%	4%	10%	37%[57.1 µM]	0%	0%	30%	21%
CCSc1ncc(C#N)c(N)n1	-10%	-3%	5%	-1%	2%	-3%	-1%	22%	0%
COc1ccc(C(CNc2ccc(S(=O)(=O)N3CCCC3)cc2[N+](=O)[O-])N2CCCC2)cc1 (centres undefined)	?	-22%	-5%	-2%	-9%	1%	-31%	-33%	-3%
CCS(=O)(=O)N1CCN(S(=O)(=O)c2ccc3c(c2)OCCO3)CC1	-11%	2%	-10%	1%	2%	15%	-25%	1%	1%
CCN1CNC(=S)N(c2ccccc2C)C1	1%	3%	i	6%	11%	-2%	?	43%[activator]	-9%
CCOC(=O)c1ccc(CNC(=O)Cn2nnc(-c3ccccc3)n2)o1	-11%	15%	-9%	2%	-12%	-1%	-5%	27%	1%
C=C1CCC[C@]2(C)C[C@H]3OC(=O)C(CNC(C)(CO)CO)[C@H]3CC12 (some centres undefined)	2%	2%	2%	-3%	-3%[57.1 µM]	-8%	9%	45%[activator]	-3%
COCc1[nH]nc2c1C(c1ccccc1OC)C(C#N)=C(N)O2 (centres undefined)	-17%	19%	-3%	6%	2%	29%	3%	21%	1%
COc1ccccc1NC(=O)c1cnc(Nc2ccccc2OC)c2ccccc12	28%	13%	i	-4%	47%[activator]	13%	-7%	90%	23%
CC(C)n1c(SCC(=O)Nc2ccc(F)cc2)nc2c(oc3ccccc32)c1=O	-1%	23%	-6%	1%	18%	3%	?	36%	0%
O=C(O)c1cccc(NC(=O)c2cccc(S(=O)(=O)Nc3cccc(C(=O)O)c3)c2)c1	-20%	-12%	-12%	3%	9%[57.1 µM]	-19%	-6%	24%	-11%
COc1ccc(OC)c(NC(=O)C2CCCC2)c1	4%	-16%	-7%	0%	8%	1%	40%[activator]	27%	1%
O=c1cc(O)c2sc3nc(-c4cccnc4)cc(C(F)(F)F)c3c2[nH]1	?	?	-20%	13%	-22%	19%	-41%&-26%	-10%	21%
CC1Cc2ccccc2N1C(=O)CO/N=C/c1ccccc1OC(F)F (centres undefined)	29%	-39%	0%	0%	7%[57.1 µM]	-6%	-15%	50%[activator]	2%
CC1(C)CCC(=NNC(N)=S)CC1	0.71µM*	?	-9%	·	-3%	5%	?	?	-3%
Cc1cc(O)c(C(c2cccc(F)c2)N2CCC(C)CC2)c(=O)n1Cc1ccco1 (centres undefined)	-29%	19%	i	2%	-29%[57.1 µM]	-30%	-21%	15%[57 µM]	79%[activator]
COc1cc(/C=C/C(=O)NC(=O)c2ccccc2O)ccc1OC(C)=O	-16%	-17%	-4%	-6%	-10%	-4%	0%	24%	-3%
CC(C)NS(=O)(=O)c1ccc(OCC(=O)Nc2ccc(F)cc2)cc1	4%[11.4 µM]	?	-2%	-1%	29%[57.1 µM]	-2%	0%	2%	6%
Cc1nc2ccc(N=NN(C)C)cc2[nH]1	-23%	?	-10%	-8%	11%	0%	?	16µM*	-1%
CCc1cc(=O)oc2c(CNCc3c(F)cccc3Cl)c(O)ccc12	2%	32%	4%	-2%	19%	12%	2%	44%[activator]	50%[activator]
CC(=O)NCC(=O)N(Cc1ccco1)C1(C(=O)NC2CCCC2)CCCCC1	2%	-14%	i	19%	33%[57.1 µM]	-9%	-3%	29%	3%
COc1ccc(NC(=O)CC2C(=O)N(C)C(=S)N2CCc2ccccc2)cc1 (centres undefined)	-29%	12%	i	10%	-11%	-7%	-6%	22%	4%
CCc1ccc(OC(=O)Nc2ccccc2)cc1	-5%	1%	-4%	-3%	1%	0%	31%[activator]	13%	3%
COc1ccc(CN(Cc2cc3ccc(C)cc3[nH]c2=O)Cc2nnnn2C2CCCC2)cc1	-26%	-19%	3%[11.5 µM]	·	9%	-7%	-10%	9%	12%
O=[N+]([O-])c1ccc2c(c1)C(O)n1nc(-c3ccc(Cl)cc3Cl)nc1S2 (centres undefined)	1%	-23%	i	3%	16%[57.1 µM]	-2%	-17%	33%	3%
CC(C)Cn1cc(NC(=O)NCc2ccccc2Cl)c2ccccc2c1=O	-23%	-14%	-9%	-1%	-2%	1%	-9%	42%[activator]	-8%
NS(=O)(=O)c1ccc(NC(=O)CN2C(=O)c3ccccc3C2=O)cc1	-7%	4%	-4%	-6%	11%	-11%	5%	50%[activator]	-2%
